KDM5B inhibitor = blocks human KDM5B histone demethylase activity | Q9UGL1 | KDM5B demethylase, FDH-coupled NADH fluorescence (FDH is formaldehyde dehydrogenase) | Potency, µM (top dose mostly 57.7 µM), for the others: at the highest dose activity change, negative = inhibition, actives largely listed as inhibitors | 220,000 tested, 2.6% active | AID 1347165; active means well fitted inhibition curve with a large enough effect; inconclusive means small, poorly fitted or top-dose-only effect; inactive means no such curve, though single readings can be large or run the other way; further: 0% is about no effect; nearly all actives have a fitted effect of over 70% in size
Target sequence (Q9UGL1 whole entry, looked up): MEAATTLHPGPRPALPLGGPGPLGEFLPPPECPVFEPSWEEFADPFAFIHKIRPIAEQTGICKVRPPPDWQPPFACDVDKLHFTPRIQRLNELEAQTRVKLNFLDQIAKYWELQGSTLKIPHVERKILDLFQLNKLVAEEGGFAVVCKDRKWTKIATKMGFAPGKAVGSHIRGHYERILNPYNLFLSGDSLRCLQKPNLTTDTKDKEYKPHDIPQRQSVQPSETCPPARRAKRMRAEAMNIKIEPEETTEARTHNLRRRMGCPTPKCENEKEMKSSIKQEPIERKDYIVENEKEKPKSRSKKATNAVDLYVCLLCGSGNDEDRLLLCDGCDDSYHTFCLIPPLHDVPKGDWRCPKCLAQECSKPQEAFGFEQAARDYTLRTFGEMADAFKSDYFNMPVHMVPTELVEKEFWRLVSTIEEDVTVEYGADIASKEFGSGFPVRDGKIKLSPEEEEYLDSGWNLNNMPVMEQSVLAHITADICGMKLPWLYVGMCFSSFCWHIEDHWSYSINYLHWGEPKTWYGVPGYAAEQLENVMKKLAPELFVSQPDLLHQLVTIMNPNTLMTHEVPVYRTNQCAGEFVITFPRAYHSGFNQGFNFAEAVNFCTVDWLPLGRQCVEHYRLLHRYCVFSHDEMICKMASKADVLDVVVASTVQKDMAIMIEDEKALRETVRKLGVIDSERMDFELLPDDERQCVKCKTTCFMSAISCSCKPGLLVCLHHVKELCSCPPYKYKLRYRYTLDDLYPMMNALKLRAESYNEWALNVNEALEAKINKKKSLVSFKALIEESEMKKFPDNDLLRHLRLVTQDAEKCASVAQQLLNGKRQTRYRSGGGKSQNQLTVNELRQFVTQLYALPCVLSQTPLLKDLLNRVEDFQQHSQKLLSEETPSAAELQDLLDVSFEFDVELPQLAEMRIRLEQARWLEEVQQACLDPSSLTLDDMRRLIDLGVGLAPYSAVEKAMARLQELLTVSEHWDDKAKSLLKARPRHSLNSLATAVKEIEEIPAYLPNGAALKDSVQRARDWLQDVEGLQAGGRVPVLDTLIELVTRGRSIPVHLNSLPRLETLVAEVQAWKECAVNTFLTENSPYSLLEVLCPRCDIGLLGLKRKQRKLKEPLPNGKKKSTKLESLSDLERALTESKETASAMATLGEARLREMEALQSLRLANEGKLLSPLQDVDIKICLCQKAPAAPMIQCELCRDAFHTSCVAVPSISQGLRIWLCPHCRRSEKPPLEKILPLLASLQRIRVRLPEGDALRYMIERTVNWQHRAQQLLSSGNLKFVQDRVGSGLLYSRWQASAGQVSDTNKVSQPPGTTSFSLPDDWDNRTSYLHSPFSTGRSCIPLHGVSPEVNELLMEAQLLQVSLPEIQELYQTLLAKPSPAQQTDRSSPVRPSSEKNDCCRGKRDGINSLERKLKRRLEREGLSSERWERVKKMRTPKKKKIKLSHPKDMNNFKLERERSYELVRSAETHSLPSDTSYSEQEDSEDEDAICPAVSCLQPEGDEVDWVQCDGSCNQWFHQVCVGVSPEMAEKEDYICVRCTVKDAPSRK
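KDM5BΔAP (200 nM final) in 50 mM HEPES pH 7.5, 0.01% Tween-20 was preincubated 10 min at RT with compound over a concentration range. Substrate mix (H3K4me3 12.5 µM, α-KG 25 µM, Fe²⁺, ascorbate, NAD⁺, FDH) was added, and NADH fluorescence change over 30 min gave dose-response curves.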
Starred values were filed as active, the others as inactive; i = inactive; u = inconclusive; [ ] = remark or other dose. Potency means the concentration at half of the fitted maximal effect.

SMILES | KDM5B inhibitor
CCOCCn1cc(C2CCN(S(=O)(=O)c3ccc(Cl)cc3Cl)CC2)c2ccccc21 | -25.2%
Cc1cc(=O)oc2cc(OCc3nc(-c4cccc(Cl)c4)no3)ccc12 | i
Cc1ccc2c(C(=O)N3CCOCC3)cnn2c1 | 31.6µM*
CSc1cccc(NC(=O)N(C)CC2CCOCC2)c1 | -10.9%
CCc1cc2c(N3CCCC(C(=O)NCc4ccc(F)cc4)C3)ncnc2s1 (centres undefined) | 15.4%
O=C1NC2(CCN([S+](=O)([O-])c3ccccc3)C2)COc2ccccc21 (centres undefined) | -13.1%
CCc1ccccc1NC(=O)C1CCCN(S(=O)(=O)c2cccc3nsnc23)C1 (centres undefined) | -4.6%
Cc1c(C(=O)NCCN(C)C)sc2nc3n(c(=O)c12)CCC3 | -28.6%
Cc1noc(C)c1C(=O)N1CCN(c2ccc(Cl)nn2)C(=O)C1 | 4.4%[149 µM]
Cc1ccc(Nc2c(-c3c[nH]c4ccccc34)nc3ccccn23)cc1 | u
Cc1noc(C)c1S(=O)(=O)N1CCC2(CC1)CC(C(=O)N1CCOCC1)N(C)C2 (centres undefined) | -31.2%
CCCCOCCCNC(=O)c1cc(-c2ccncc2)nc2ccccc12 | -1.2%
CCC(Cn1nnc2ccccc2c1=O)NC(=O)Nc1ccc(C)cc1 (centres undefined) | -12.2%
Cc1nc2c3ccccc3nn2c(C)c1CCC(=O)Nc1cccc(F)c1 | u
Fc1ccc(-n2ncc3c(NC4CCCC4)ncnc32)cc1 | 24.6%
O=C(NC1CCS(=O)(=O)C1)C1CCN(C2=NS(=O)(=O)c3ccccc32)CC1 (centres undefined) | 15.0%
Cc1cc(NC(=O)C(C)(C)Oc2ccc(Cl)cc2)no1 | 37.3%
COc1cccc(CNC(=O)C(NS(=O)(=O)c2ccc3c(c2)oc(=O)n3C)C(C)C)c1 (centres undefined) | -7.3%
COc1ccc(OC)c(CNC(=O)c2ccc(N3Cc4ccccc4Oc4ncccc43)s2)c1 | 22.7%
CN1[C@@H](CCC(=O)N2CCCC2)CNC(=O)[C@H]2NCC[C@H]21 | -5.4%[86.2 µM]

Given with each value named: entries from further up.
Fc1ccc(-n2ncc3c(NC4CCCC4)ncnc32)cc1
- KDM5B inhibitor = 24.6%
O=C(NC1CCS(=O)(=O)C1)C1CCN(C2=NS(=O)(=O)c3ccccc32)CC1 (centres undefined)
- KDM5B inhibitor = 15.0%
Cc1cc(NC(=O)C(C)(C)Oc2ccc(Cl)cc2)no1
- KDM5B inhibitor = 37.3%
COc1cccc(CNC(=O)C(NS(=O)(=O)c2ccc3c(c2)oc(=O)n3C)C(C)C)c1 (centres undefined)
- KDM5B inhibitor = -7.3%

More compounds follow:
SMILES | KDM5B inhibitor
Cc1nc(CCNC(=O)N2CCN(Cc3ccco3)CC2)cs1 | 19.5%
Cc1ccc(C(=O)OCC(=O)c2ccco2)s1 | 14.0%
Oc1ccccc1Nc1nc(-c2ccccc2O)nc2ccccc12 | 23.3%
COc1ccc(NC(=O)Cn2c(=O)c(-c3noc(C)n3)c3n(c2=O)CCCC3)cc1OC | 13.7%
O=C(O)[C@H](Cc1ccccc1)NC(=O)N1CCC(Cc2ccccc2)CC1 | -13.0%
CNC(=S)N/N=C1/CCCCC1C (centres undefined) | -25.0%
CCc1cccc(OCC(=O)Nc2ccc(S(=O)(=O)Nc3ncccn3)cc2)c1 | -11.5%
CC(Sc1nccn1C)C(=O)Nc1ccccc1C#N (centres undefined) | 13.4%
COc1ccc(NC(=O)Nc2cc(C)cc(C)c2)cn1 | -3.3%
Cc1ccc(NC(=O)CSc2nc3cc([N+](=O)[O-])ccc3o2)cc1C | 0.1%
COc1cc2nc(NCc3ccc(C)cc3)n3nc(-c4ccccc4)nc3c2cc1OC | -29.9%
CCN(CC)C(=O)N1C[C@@H](Oc2cccnc2)C[C@@H]1C(=O)NCCOC | -6.6%
COc1ccc(CN(Cc2ccco2)c2cnc(S(C)(=O)=O)nc2C(=O)Nc2ccc(F)cc2)cc1 | -19.0%
CCCCS(=O)CSc1nc(-c2cccs2)cc(-c2ccccc2)c1C#N (centres undefined) | -4.8%
CCOc1cc(C#N)ccc1OC(=O)c1ccccc1OC | 0.8%
COc1cc(C)ccc1OCc1cc(C(=O)NCc2n[nH]c3c2CCC3)no1 | 24.2%
CCN(CC)S(=O)(=O)c1ccc(NC(=O)CCNC(=O)c2ccccc2)cc1 | 15.6%
COc1ccc2cc(C3CN(C(=O)CNC(=O)C(C)C)CCO3)ccc2c1 (centres undefined) | 13.8%
COc1ccc(CN2CCCN(CC(=O)Nc3ccc4c(c3)OCCO4)S2(=O)=O)cc1 | 4.2%
Cc1c(Cl)cccc1NC(=O)CSC(C)c1nc2ccccc2c(=O)[nH]1 (centres undefined) | -15.0%
COc1ccc(CNC(=O)CN(C)c2nn3c(=O)cc(C)nc3s2)cc1 | u
CCOC(=O)c1ccc(NC(=O)CC2C(=O)N(c3cccc(C)c3)C(=O)N2CCOC)cc1 (centres undefined) | -17.6%
Cn1c(=O)c2c(nc(CN3CCN(Cc4ccccc4)CC3)n2CCCc2ccccc2)n(C)c1=O | -3.7%
COc1ccc(N2CC(c3noc(-c4ccc5c(c4)OCO5)n3)CC2=O)cc1OC (centres undefined) | u
O=C1CCN(Cc2ccncc2)CCCC(C(=O)NCc2ccc(F)cc2)CCN1 (centres undefined) | u
COCCNC(=O)CN1C(=O)NC(c2cccs2)C2=C1COC2=O (centres undefined) | -13.9%
CN1CC2(CCN(CCCOc3ccc(C(N)=O)cc3)CC2)OC1=O | -10.9%
CN1Cc2cccn2CC1CNC(=O)Cc1ccccc1 (centres undefined) | 17.8µM*
O=C1[C@H]2CN(Cc3cc(Br)ccc3F)C[C@H]2C(=O)N1CCc1ccccc1 | 7.7%
COC(=O)C1CCCCN1C(=O)c1ccc2oc(Cc3ccccc3)nc2c1 (centres undefined) | u
Cc1ccc(OCCN(C)C(=O)c2ccc3[nH]c(C)c(C)c3c2)cc1 | 9.0%
Cc1ccc(Nc2nc(NCCCc3ccccc3)nc3nccnc23)cc1 | 5.0%
CC(c1ccc(Cl)cc1)N(C)C(=O)CCc1ncc(-c2ccc(Cl)cc2)o1 (centres undefined) | 0.4%
CCC(=O)N1CCc2cc(Br)cc(S(=O)(=O)NCc3ccc(Cl)cc3)c21 | -16.6%
CCOc1ccccc1NS(=O)(=O)c1c(C)cc(C)cc1C | 1.1%
COc1ccc(CN(C)Cc2cc(=O)n3[nH]c(-c4cccc(C)c4)cc3n2)cc1 | -18.7%
COc1ccc(CC(=O)N2CCCCC23Cc2ccccc2NC3=O)cc1 (centres undefined) | -18.6%
COc1ccc(OC)c(S(=O)(=O)N2CCC(C(=O)N3CCCCCC3)CC2)c1 | -14.6%
O=C(O)CCC(=O)c1cccnc1 | 8.8%
Cc1ccccc1NC(=O)C(=O)c1c[nH]c2ccccc12 | -3.7%

Printed as active in KDM5B inhibitor, of those listed so far:
SMILES | KDM5B inhibitor
Cc1ccc2c(C(=O)N3CCOCC3)cnn2c1 | 31.6µM*
CN1Cc2cccn2CC1CNC(=O)Cc1ccccc1 (centres undefined) | 17.8µM*

Next part
SMILES | KDM5B inhibitor
CCCCc1nn2c(=O)cc(COC(=O)c3ccc(NC(=O)CCc4ccccc4)cc3)nc2s1 | -11.1%
N#CC1=C(SCC(=O)Nc2ccc3ccccc3c2)NC(=O)CC1c1ccccc1F (centres undefined) | -15.5%
CC(C)C(=O)N1CCCC(CN2CCOCC2)CC1 (centres undefined) | 11.9%
COCCN1C(=O)CO[C@H]2CN(c3ncccn3)C[C@H]21 | 35.5µM*
CN1CC(=O)N(c2ccccc2F)Cc2c1ncnc2N1CCCCC1 | -14.0%
CC(C)(C)C1CCC(OCC(O)CN(CCO)CCO)CC1 (centres undefined) | -19.4%
O=C1CC(c2ccccc2)N(C(=O)CNC(=O)C2CCOCC2)CCCCCCN1 (centres undefined) | 28.5%
N#CCCN1CCN(C(C(=O)O)c2cn(CC(=O)O)c3ccc(Br)cc23)CC1 (centres undefined) | -7.3%
COc1cccc(CCNC(=O)c2c(C)noc2-c2cc(OC)c(OC)c(OC)c2)c1 | 28.2µM*
CC(C)CN1CCN(C(=O)c2ccc3c(c2)N(S(C)(=O)=O)CC3)CC1 | 4.6%
CC(=O)N1CCC(C(=O)Nc2nc(-c3ccc(Br)s3)cs2)CC1 | -2.1%
COc1ccc(Oc2c(C)oc3cc(O)ccc3c2=O)cc1 | u
CCOC(=O)c1cnc2ccc(C(=O)OC)cc2c1Nc1ccc(C(C)=O)cc1 | 17.4%
CC(=O)c1ccccc1NC(=O)CCc1ncc(-c2c(F)cccc2F)o1 | -23.2%
O=C(CC1CCOC2(CCN(C(=O)c3cccc(F)c3)CC2)C1)NCc1ccncc1 (centres undefined) | -26.2%
CN(C)c1ccc(C(CNC(=O)c2ccccc2C(F)(F)F)N2CCOCC2)cc1 (centres undefined) | -1.9%
O=C(CSc1nnc(-c2ccccc2F)o1)Nc1ccc(N2CCOCC2)cc1 | u
Cc1ccc(N2C(=O)[C@@H]3CSC(c4ccc(C(F)(F)F)cc4)N3C2=O)cc1 (some centres undefined) | 5.9%
CC1=C(C(=O)OC(C)C)C(c2ccccc2Cl)CC(=O)N1Cc1cc(F)cc(F)c1 (centres undefined) | -2.9%
O=c1ccccn1CCOc1ccc(Cl)cc1 | 6.9%
O=C(N/N=C\c1cccs1)c1cnccn1 | 2.5%
COc1ncccc1-c1cc(-c2ccc(=O)[nH]c2)c2cncn2c1 | 28.2µM*
CCCS(=O)(=O)c1nc(S(=O)(=O)c2ccc(C)cc2)c(N2CCOCC2)s1 | 26.9%
O=C(CCc1c[nH]c2ccccc12)NN1C(=O)NC2(CCCCC2)C1=O | 6.2%
O=C1Cc2c(-c3ccc(F)cc3F)n[nH]c2CN1CC1CC1 | u
CC(=O)c1cccc(Nc2nc(-c3ccccc3)nc3ccccc23)c1 | -11.3%
Cc1noc(C)c1[S+](=O)([O-])N1CCC2(CC1)C(=O)NN=C2c1cccnc1 | -22.2%
COc1ccc(N=C2NN=C(c3cc(C)n(CC4CCCO4)c3C)CS2)cc1 (centres undefined) | 15.2%
Cc1ccccc1OCc1nnc(SCC(=O)NC2CCCCC2)o1 | -7.5%
COc1ccc2cc(C(=O)N3CCC(Cc4ccccc4)CC3)[nH]c2c1 | u

Structural class, those above containing a furan ring, fused or not
SMILES | KDM5B inhibitor
Cc1nc(CCNC(=O)N2CCN(Cc3ccco3)CC2)cs1 | 19.5%
Cc1ccc(C(=O)OCC(=O)c2ccco2)s1 | 14.0%
COc1ccc(CN(Cc2ccco2)c2cnc(S(C)(=O)=O)nc2C(=O)Nc2ccc(F)cc2)cc1 | -19.0%

(more compounds)
SMILES | KDM5B inhibitor
CCCN1CCN(CCNC(=O)Nc2cc(OC)cc(OC)c2)CC1 | -2.8%
CCCCn1c(=O)[nH]c2c(oc3ccccc32)c1=O | u
Cn1cc(CC(=O)N2CCCc3ncc(C(=O)N4CCN(Cc5ccccc5)CC4)cc32)c2ccccc21 | -9.7%
O=C1N(CC2CCOCC2)CCOC12CCN([S+](=O)([O-])c1cccs1)CC2 | 10.9%[86.2 µM]
Cc1cc(C)c(NC(=O)COc2ncnc3ccccc23)c(C)c1 | 15.8%
CC(C)CCn1c(Cl)nc2c1c(=O)n(C)c(=O)n2C | -7.4%
CC[C@H]1CN(C(=O)c2ccnc(Cl)c2)CC[C@H]1CC(=O)N(C)CC#N | 17.8%[86.2 µM]
COCc1ccc2c(c1)c(OC(C)(C)C(N)=O)nn2CCC(C)C | 31.6µM*
CN1CC(=O)N(CC(=O)N2CCC3(CCCN(C)C3=O)C2)C1=O (centres undefined) | 22.3%
COCCNC(=O)Cn1ncc2c(C)n(Cc3ccc(C)cc3)c(C)c2c1=O | -11.7%
O=C(Nc1ccccc1C(F)(F)F)N1CCN(c2ccc3nnc(-c4ccc(F)cc4)n3n2)CC1 | -26.8%
O=C(c1ccc(Cl)nc1)N1CCCC(c2nn(-c3ccccc3)c(=O)[nH]2)C1 (centres undefined) | 0.6%
CC(C)(C)c1ccc(C(=O)Nc2nnc(SCC(=O)NCC3CCCO3)s2)cc1 (centres undefined) | 20.9%
O=C1CCN(C(=O)Cc2cccnc2)CCCC(c2nc(-c3cccnc3)no2)CCN1 (centres undefined) | -21.0%
CC(OC(=O)c1ccc2ccccc2n1)C(=O)Nc1ccc(N2CCOCC2)cc1 (centres undefined) | 13.6%
COc1cc(C)sc1C(=O)N1CCOCC1CC(=O)NCc1cccnc1 (centres undefined) | -26.8%
COCC(=O)N[C@@H]1CN(Cc2ccco2)CC[C@@H]1c1n[nH]c(C)n1 | -15.3%
c1ccc(Cn2ccnc2)c(CNC2CCCCCC2)c1 | 4.4%
N#Cc1ccc(Cl)cc1NC(=O)COC(=O)c1cccc(S(=O)(=O)N2CCCCCC2)c1 | -11.5%
CCOc1ccc(-c2cn3c(n2)sc2cc(C(=O)N4CCCC(C)C4)ccc23)cc1 (centres undefined) | u
Cc1ncoc1C(=O)N1CCC(C2CCN(S(C)(=O)=O)CC2)C1 (centres undefined) | -17.0%
COc1ccccc1CNC(=O)CCC1N=C2c3ccccc3N=C(SCC(=O)NCCc3ccc(OC)c(OC)c3)N2C1=O (centres undefined) | 0.1%

These rows are one share of the data; count on the stated rates, not on these rows.
